AddAB inh = less growth of phage-infected E. coli with AddAB | inhibition, % at 11.9 µM | E. coli expressing H. pylori AddAB, absorbance growth | hit rate 0.29% among 330,000; in the data active = inhibition above about 12%;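 note: 0% = vehicle wells of infected cells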
phage Ecoli inh = E. coli growth loss with phage present; inhibition, % at 11.9 µM; growth absorbance; hit rate 0.26% among 360,000; in the data active = inhibition above about 11%
Pemphigus Ab inh = blocks pemphigus antibody binding to human desmoglein-3; DSG3-coupled beads, scFv-anti-DSG3-GFP binding, flow cytometry; active compounds read low; binding (percent of control), % at 10 µM; hit rate 0.48% among 310,000; AID 588358;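 active = binding more than 3 SD below its plate's average and above zero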;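 note: hits lower antibody fragment binding to DSG3; some compounds called inactive have numbers as strong as hits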
Target sequence (P32926 whole entry, looked up, the tested form may be a part): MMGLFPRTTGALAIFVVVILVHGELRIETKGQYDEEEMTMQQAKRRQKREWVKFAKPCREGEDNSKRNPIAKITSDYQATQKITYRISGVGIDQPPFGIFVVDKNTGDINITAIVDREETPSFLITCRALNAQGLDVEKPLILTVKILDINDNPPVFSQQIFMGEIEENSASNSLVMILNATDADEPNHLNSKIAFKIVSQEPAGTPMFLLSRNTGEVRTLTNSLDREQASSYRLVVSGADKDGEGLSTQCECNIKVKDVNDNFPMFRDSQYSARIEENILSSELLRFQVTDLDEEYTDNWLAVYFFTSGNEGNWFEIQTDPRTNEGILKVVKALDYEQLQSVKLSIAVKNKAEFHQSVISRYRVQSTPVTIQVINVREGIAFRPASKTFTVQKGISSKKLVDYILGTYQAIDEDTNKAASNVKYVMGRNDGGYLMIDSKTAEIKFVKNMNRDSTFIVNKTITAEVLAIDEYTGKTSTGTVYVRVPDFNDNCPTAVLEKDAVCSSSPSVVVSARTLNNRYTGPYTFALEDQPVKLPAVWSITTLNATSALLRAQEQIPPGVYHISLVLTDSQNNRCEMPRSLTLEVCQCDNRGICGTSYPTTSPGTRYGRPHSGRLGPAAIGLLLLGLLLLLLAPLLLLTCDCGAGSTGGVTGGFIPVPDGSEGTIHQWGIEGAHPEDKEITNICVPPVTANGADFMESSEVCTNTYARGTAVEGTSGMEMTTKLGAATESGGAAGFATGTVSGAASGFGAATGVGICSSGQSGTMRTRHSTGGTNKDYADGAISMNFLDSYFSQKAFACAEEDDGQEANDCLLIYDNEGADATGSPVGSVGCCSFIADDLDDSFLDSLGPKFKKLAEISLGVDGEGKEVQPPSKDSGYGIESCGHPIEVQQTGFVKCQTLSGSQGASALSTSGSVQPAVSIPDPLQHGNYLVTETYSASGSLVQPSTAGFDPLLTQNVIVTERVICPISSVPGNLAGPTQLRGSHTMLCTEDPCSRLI
PKA-R1A act = activators of PKA-R1A complex; P00514+P68181; activation, % at 11.4 µM; hit rate 0.083% among 340,000; PKA-R1A dissociation, Cy5-IP20 fluorescence polarization; scaled: DMSO 0%, 113 µM cGMP 100%;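 active = percent activation above the mean of all tested compounds plus 3 SD, cut at about 19% in these data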;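 note: higher means more PKAc released from R1A so a rise in polarization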
PfHsp90 set2 = inhibits growth of yeast expressing Plasmodium falciparum Hsp90; S. cerevisiae expressing PfHsp90, BacTiter-Glo ATP, 48 h; yeast lacking PDR1 and PDR3 efflux regulators; inhibition, % at 9.4 µM; hit rate 0.32% among 310,000; AID 504621;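 active = every replicate shows inhibition above about 80%, whatever the replicate mean, limit read from the data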;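 note: 0% = DMSO neutral controls and 100% = 20 µM radicicol positive controls; yeast relying on Plasmodium falciparum Hsp90 in place of its own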
Arr AP2 block = blocks beta-arrestin peptide binding to AP2 adaptin; FITC-arrestin peptide / GST-AP2 beads, flow cytometry; AP2 beta2 appendage carries R879A mutation; inhibition, % at 10 µM; hit rate 0.31% among 340,000;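 active = inhibition above a set limit, near 3 SD of compounds lacking own fluorescence, cut at about 54% in these data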;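 note: plate controls were DMSO wells for no effect and 5 µM unlabelled arrestin peptide for full effect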
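Assay system: GST-AP2 R879A bound to glutathione beads, E. coli-expressed; Medium: PBS with 0.05% Tween 20 and 0.1% BSA; Also added: fluorescein-tagged arrestin peptide at 50 nM final; Timing: 12 min plus 1 h, RT; Measured by: flow cytometry, FL1 (488/535 nm); Evaluation: percent drop in bead-associated FITC signal.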
Tat export inh = E. coli Tat transport inhibition | E. coli MC4100 TorA-mCherry Tat export, fluorescence | inhibition, % at 10 µM | hit rate 0.036% among 340,000;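 active = mean replicate inhibition at least 50% and at least half of replicates individually reaching 50%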;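 note: exported cargo escapes ClpAP degradation while cytoplasmic cargo is degraded and loses fluorescence; 0% = median of neutral control wells and 100% = median of NaSCN control wells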
Mot1-301 SUMO = SUMOylation pathway inhibition by Mot1-301 growth rescue; growth rescue, % at 18.8 µM; S. cerevisiae Mot1-301 growth rescue, ATP luminescence, 38.5C; percent above DMSO median, 100 means doubled; hit rate 1% among 320,000;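 active = every valid replicate shows activation above 250% relative to neutral control wells; inactive = the rest, any valid replicate at or below 250%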;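 note: OY570 slx delta 5 strain wells were the positive control but not used for scaling; some compounds called inactive have numbers as strong as hits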
MOR-DOR inv ag = inverse agonist of human OPRM1-OPRD1 heterodimerization; P35372+P41143; cell-based MOR-DOR heterodimer luminescence, inverse agonism; inhibition, % at 9.3 µM; hit rate 0.21% among 340,000; in the data active = inhibition above about 22%, passing the limit was not always enough;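 note: 0% = cells with DMSO and 100% = wells without cells with DMSO; values of inactives mirror those of a sister screen read the other way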
MOR-DOR ag = agonists of human mu-delta opioid receptor heterodimerization; P35372+P41143; cells, OPRM1-OPRD1 heterodimerization, luminescence; activation, % at 9.3 µM; hit rate 0.3% among 340,000; AID 504326; in the data active = activation above about 18%;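 note: 0% = vehicle-treated cells and 100% = reference agonist; values of inactives mirror those of a sister screen read the other way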
E coli growth = bacterial growth inhibition, counter-screen for AddAB inhibitors; AID 449728; E. coli V3065 growth, OD600 absorbance, 18 h; inhibition, % at 11.9 µM; hit rate 0.27% among 330,000;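 active = inhibition above the campaign's mean inhibition across all tested compounds plus 3 SD, cut at about 9.9% in these data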;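 note: uninfected addAB+ strain grown without phage in ampicillin broth; 0% = DMSO wells and 100% = ciprofloxacin 0.95 µg/ml wells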
Starred values were filed as active, the others as inactive; . = not tested or not shown. The order is random. About 2.8% of those tested had a hit in this group.

SMILES	AddAB inh	phage Ecoli inh	Pemphigus Ab inh	PKA-R1A act	PfHsp90 set2	Arr AP2 block	Tat export inh	Mot1-301 SUMO	MOR-DOR inv ag	MOR-DOR ag	E coli growth
COc1ccc(C(=O)N2CCNC(=O)C2CC(=O)Nc2ccc(C)cc2)cc1 (centres undefined)	-2.2	1.7	110	-2	.	8	-1	1	10	-2.0	-1.7
CC(C)CCOc1cccc(OCC(=O)N(C)C2CCS(=O)(=O)C2)c1 (centres undefined)	-0.5	0.3	99	-1	1	-9	-3	-17	7	-1.4	-2.1
O=C(O)C1CCCCC1C(=O)NCCc1c[nH]c2ccccc12 (centres undefined)	1.0	1.4	99	1	6	1	2	-1	8	-1.7	0.1
CNC(=O)c1cc(S(=O)(=O)N(C)C)ccc1Cl	-0.2	2.4	111	-4	-31	-1	2	-13	9	-1.7	1.1
Cc1ccc2c(c1)N1C(=O)c3ccccc3C1C1=C(CC(C)(C)CC1=O)N2 (centres undefined)	2.4	0.4	.	-14	.	18	3	8	6	-1.0	0.1
CC(=O)C[C@H](O)CC(=O)[C@@H]1OC(=O)[C@@H](C)C/C=C\Cc2ccccc21	2.5	4.0	98	-7	-3	6	-1	-10	18	-3.9	-2.0
O=C(Nc1cccc2cccnc12)c1ccc(Br)cc1Br	-0.2	.	94	1	-10	7	2	4	8	-1.6	-0.6
O=c1cc(-c2ccccc2)nc2nc(CCc3ccccc3)[nH]n12	2.9	-0.6	101	-1	-5	5	1	10	7	-1.7	2.4
CCOC(=O)c1c(O)c2ccccc2n(C)c1=O	4.4	0.6	104	-7	-2	22	0	-3	10	-1.9	0.2
O=C(COC(=O)c1ccccc1F)Nc1ccc(S(=O)(=O)N2CCOCC2)cc1	-5.3	4.2	100	10	24	4	-3	6	2	-0.6	-4.7
COc1ccc(C(=O)NCC(C)NC(=O)c2ccc(OC)cc2)cc1 (centres undefined)	1.8	0.0	.	1	4	-11	-5	-13	16	-3.3	-0.1
O=C1NC2(CCCCO2)CO1 (centres undefined)	6.8	1.0	101	-13	-13	22	-12	661*	9	-1.7	2.9
COc1cccc(CN2CC(C(=O)NCCCn3cccn3)CCC2=O)c1 (centres undefined)	0.3	3.2	113	5	-5	-9	5	2	3	-0.5	-1.9
Cc1ccc(S(=O)(=O)N/N=c2\sc3ccccc3n2C)cc1	-1.4	1.2	109	-1	-18	9	-9	-18	3	-0.7	-1.5
COc1ccc(C(=O)Nc2cnc3ccccn3c2=O)cc1	1.8	2.5	101	-5	8	30	-5	-10	2	-0.5	0.6
CC1CCCCC1NS(=O)(=O)c1ccc2c(c1)CC(=O)N2C (centres undefined)	1.7	0.9	98	3	7	-4	0	1	10	-2.0	1.4
Cc1c(C(=O)N2CCCc3ccccc32)oc2ccccc12	4.5	1.6	98	8	5	-4	10	-11	-10	1.8	1.1
O=S(=O)(c1cnc(Cl)c(Cl)c1)N1CCc2ccccc21	2.5	-0.4	100	-4	0	33	5	78	-30	5.5	-0.5
O=C(NCc1ccccn1)c1cc2c(ccc3ccccc32)oc1=O	-2.0	2.2	106	-12	19	10	13	-11	10	-1.9	-0.8
Cc1occc1C(=O)NN1C(=O)C2C3CCC(O3)C2C1=O (centres undefined)	1.8	2.1	92	-1	3	-3	-13	9	9	-1.4	1.7
NC(=O)CC(NC(=O)c1ccc(Br)cc1)c1ccc(NC2CCCCC2)c([N+](=O)[O-])c1 (centres undefined)	-1.0	1.2	102	11	-9	3	1	-14	-4	0.8	-0.2
CCn1c(CC(=O)Nc2ccccc2C)nnc1SCC(=O)NC1=NCCS1	2.5	2.0	103	2	15	-4	0	-5	-1	0.1	-1.0
COc1cc(C(=O)NCc2cc(C)nc3ccccc23)cc(OC)c1OC	1.8	1.9	.	0	21	9	4	-5	6	-1.3	0.0
O=C(Nc1ccc(O)c(-c2nc3ccccc3s2)c1)c1cccs1	1.9	3.6	103	-4	-49	14	11	0	36*	-5.9	1.8
CC(=O)c1sc2nc(-c3ccc(C)cc3)c3c(c2c1N)CCCC3	1.8	2.6	114	-24	-36	4	3	-9	-10	1.8	-1.2
Later entries
SMILES	AddAB inh	phage Ecoli inh	Pemphigus Ab inh	PKA-R1A act	PfHsp90 set2	Arr AP2 block	Tat export inh	Mot1-301 SUMO	MOR-DOR inv ag	MOR-DOR ag	E coli growth
N#C/C(=C\c1cn[nH]c1-c1ccccc1)C(=O)NC1CCCCCC1	0.0	1.6	106	0	12	1	-6	-9	-22	4.3	-1.5
CC(=O)Nc1ccc(S(=O)(=O)N2CCN=C2SCc2cccc(C)c2)cc1	-2.4	2.3	.	-5	-5	10	-2	12	1	-0.1	1.2
CC12CN3CC(C)(CN(C1)C3c1c[nH]c3ccccc13)C2=O (centres undefined)	0.5	2.2	82	3	12	-3	-1	-4	6	-1.1	0.5
CCCCC(=O)Nc1c(-c2ccc(OC)c(OC)c2)c(=O)c2ccccc2n1C	0.8	2.2	104	-3	18	43	0	1	12	-2.6	-0.5
COc1cc(C(=O)NCC(=O)OCC(=O)N2CCc3ccccc32)cc(OC)c1OC	0.4	-0.7	121	-5	.	11	5	-6	-4	0.8	1.9
COC(=O)C1=C(C)NC(C)=C(C(=O)OC)C1C(=O)OCC(=O)c1ccc(Br)cc1	2.2	1.7	111	-12	-6	-11	-2	-7	-2	0.5	1.1
CCN(CCNS(=O)(=O)c1ccc2c(c1)oc(=O)n2C)c1ccccc1	-2.1	1.8	100	0	11	28	-2	0	-7	1.1	-0.9
O=C(CCN1CCOCC1)NNC(=O)Nc1cccc(Cl)c1	.	0.0	98	-7	7	1	0	-2	8	-1.2	.
Clc1ccc(-c2ccc(C=Nc3ccc(N4CCOCC4)cc3)o2)cc1	2.2	4.4	99	-4	10	-8	-11	5	-10	2.0	1.9
CCCNc1cc(C)c(C#N)c2nc3ccccc3n12	4.9	1.9	111	-7	14	22	-9	79	12	-2.0	1.2
CC(=O)Nc1ccc(S(=O)(=O)NCCC(=O)Nc2cc(C)ccn2)cc1	-6.2	6.1	101	-6	20	27	0	-7	-6	0.9	-3.2
CCCCNC(=O)NNC(=O)c1cc(C)on1	2.0	1.0	105	1	9	-20	-2	-6	18	-3.5	4.5
Cc1nnc(SCC(=O)Nc2cccc(Br)c2)s1	2.1	2.0	103	1	-9	6	0	6	7	-1.6	-1.0
O=C(O)/C=C/C(=O)Nc1ccc(Cl)cc1C(=O)c1ccccc1	2.1	1.8	99	-13	8	41	2	-11	15	-3.0	0.3
COc1ccc2c(CC(=O)OCC(=O)Nc3ccc(C)cc3)coc2c1	0.3	0.8	97	-2	-16	-4	3	-10	-1	0.2	-1.4
CCN(CC)CCCC1(CN)OCCc2ccccc21 (centres undefined)	2.1	3.3	106	-7	-1	2	-1	37	5	-0.9	0.4
O=[N+]([O-])c1ccccc1OCCCn1cnc2ccccc21	.	1.5	.	-2	-19	0	-1	.	0	0.1	.
CNC(=O)NNC(=O)c1csc(Cc2c(Cl)sc3ccc(Cl)cc23)n1	-0.3	1.2	100	-9	7	-11	6	-2	7	-1.4	-2.1
Clc1ncc2[nH]cnc2n1	2.9	3.2	98	-4	22	-3	-4	-3	7	-1.2	0.7
O=C(NNS(=O)(=O)c1ccc(Br)cc1)c1ccncc1	1.6	-1.5	100	-7	6	5	-2	0	11	-2.1	1.7
CC(C)[C@H](NC(=O)N1CCn2c1nc1ccccc12)C(=O)NCC1CCCO1 (some centres undefined)	0.3	0.6	98	2	-10	25	-10	-7	.	.	-0.1
N#Cc1c(NC(=O)c2cccc(S(=O)(=O)Nc3ccc(C(=O)O)cc3)c2)sc2c1CCCC2	2.6	-1.4	101	-12	-36	0	2	6	16	-3.1	0.7
CCN(C[C@H]1N[C@@](Cc2ccccc2)(C(=O)OC)[C@H]2C(=O)N(C)C(=O)[C@@H]12)C(=O)Nc1ccc(C)cc1	4.0	4.2	109	-5	0	14	18	.	6	-1.3	-0.7
O=C(CSc1nc2ccccc2c(=O)n1-c1ccc(F)cc1)Nc1ccc(N2CCOCC2)cc1	-3.7	4.0	110	-1	13	3	7	-2	-3	0.4	-0.5
COc1cc(C2/C(=C(\O)c3ccc4c(c3)CC(C)O4)C(=O)C(=O)N2Cc2ccco2)ccc1O (centres undefined)	-0.1	3.6	84	-5	-27	2	-2	191	0	0.0	0.3
Next section.
SMILES	AddAB inh	phage Ecoli inh	Pemphigus Ab inh	PKA-R1A act	PfHsp90 set2	Arr AP2 block	Tat export inh	Mot1-301 SUMO	MOR-DOR inv ag	MOR-DOR ag	E coli growth
O=C(CCCl)Nc1ccc(S(=O)(=O)NCc2ccco2)cc1	1.1	0.6	99	-11	23	3	-6	-1	7	-1.4	4.7
CCC1C(=O)N=C(SCC(=O)Nc2ccc(Br)cn2)NC1=O (centres undefined)	2.2	4.2	87	7	.	-7	-7	16	6	-0.8	0.2
COc1ccc(CCNC(=O)CN2C(=O)NC(c3ccccc3)(c3ccccc3)C2=O)cc1	-1.3	0.5	94	8	-6	25	9	-14	21	-4.2	2.3
CSc1ccc(/C=N\NC(=O)CC(=O)NC(C)C)cc1	0.5	2.4	84	6	-4	4	3	187	10	-2.0	3.1
CCC(=O)c1ccc(OCC(=O)OCC(=O)N2CCc3ccccc32)cc1	0.0	3.2	63*	4	.	-8	-1	0	15	-2.8	-0.2
O=S(=O)(c1ccc2nc(Nc3ccccc3)ccc2c1)N1CCCCC1	0.8	3.2	84	-17	-5	-3	10	-13	-64	12	1.4
COn1c(SCC(=O)N(C)C)nc2ccccc2c1=O	-1.4	2.7	100	5	-1	6	5	-10	9	-1.7	-1.2
Cc1ccc(NC(=O)Cc2c(C(=O)O)n(C)c3ccccc23)cc1F	-1.5	4.0	.	.	-8	-12	-5	88	.	.	-0.8
CCOC(=O)c1c(N2C(=O)Nc3ccccc3N2O)sc2c1CCCCC2	-1.8	1.4	84	-7	-21	-1	10	-13	9	-1.8	-1.8
CC(C(=O)Nc1ncn[nH]1)N1C(=O)c2ccccc2C1=O (centres undefined)	-0.6	1.8	96	2	0	-3	-2	2	-8	1.6	1.4
O=C(CCc1ccccc1)NNC(=O)Cc1ccc(Cl)cc1	2.0	2.7	97	3	14	-12	-1	-1	-3	0.5	-1.3

Entries shown so far that have fluorine, in the order listed:
SMILES	AddAB inh	phage Ecoli inh	Pemphigus Ab inh	PKA-R1A act	PfHsp90 set2	Arr AP2 block	Tat export inh	Mot1-301 SUMO	MOR-DOR inv ag	MOR-DOR ag	E coli growth
O=C(COC(=O)c1ccccc1F)Nc1ccc(S(=O)(=O)N2CCOCC2)cc1	-5.3	4.2	100	10	24	4	-3	6	2	-0.6	-4.7
O=C(CSc1nc2ccccc2c(=O)n1-c1ccc(F)cc1)Nc1ccc(N2CCOCC2)cc1	-3.7	4.0	110	-1	13	3	7	-2	-3	0.4	-0.5
Cc1ccc(NC(=O)Cc2c(C(=O)O)n(C)c3ccccc23)cc1F	-1.5	4.0	.	.	-8	-12	-5	88	.	.	-0.8
